Compound activity from PubChem BioAssay.
UBC13 inh: inhibitors of human UBC13 polyubiquitin chain formation; P61088; TR-FRET; inhibition, % at 20 µM; 330,000 tested, 0.47% active; in the data active means inhibition above about 45%, passing the limit was not always enough; inconclusive means no clear call, values can overlap the other calls
Target sequence (P61088 whole entry, looked up): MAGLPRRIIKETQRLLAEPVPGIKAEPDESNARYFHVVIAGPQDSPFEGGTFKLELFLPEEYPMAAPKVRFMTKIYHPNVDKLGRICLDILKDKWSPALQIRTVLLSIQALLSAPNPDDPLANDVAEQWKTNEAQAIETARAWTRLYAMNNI
EBI2 antag: blocks human EBI2 receptor beta-arrestin signaling; P32249; EBI2 beta-arrestin recruitment, luminescence, 7a,25-OHC stimulated; inhibition, % at 5 µM; 360,000 tested, 0.81% active; in the data active means inhibition above about 38%;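 further: enzyme fragment complementation signal reports receptor beta-arrestin coupling in cells; 0% = agonist plus DMSO wells and 100% = wells without agonist; some results beyond the cut were filed as inactive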
Jurkat NFkB inh: inhibitors of the PMA/ionomycin-induced NF-kB reporter in Jurkat cells. inhibition, % at 4 µM. 330,000 tested, 0.53% active. PMA/ionomycin-induced NF-kB luciferase reporter, luminescence. AID 435003; in the data active means inhibition above about 50%
Gli-Sufu block: blocks Gli-Sufu signaling in a luciferase reporter. 340,000 tested, 0.74% active. inhibition, % at 5 µM. Sufu-KO-LIGHT fibroblasts, Gli luciferase reporter luminescence. AID 588413;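 active means inhibition above about 55%, limit read from the data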;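 further: 0% = DMSO-treated cells and 100% = wells with medium but no cells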
CXCR6 block: blocks human CXCR6 beta-arrestin recruitment; inhibition, % at 20 µM; CHO-K1 PathHunter CXCR6 beta-arrestin, luminescence; 360,000 tested, 0.36% active; in the data active means inhibition above about 34%, passing the limit was not always enough;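 further: antagonist mode with CXCL16 agonist at 10 nM final; 0% = 10 nM CXCL16 with DMSO and 100% = unstimulated wells without agonist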
Target sequence (O00574 whole entry, looked up): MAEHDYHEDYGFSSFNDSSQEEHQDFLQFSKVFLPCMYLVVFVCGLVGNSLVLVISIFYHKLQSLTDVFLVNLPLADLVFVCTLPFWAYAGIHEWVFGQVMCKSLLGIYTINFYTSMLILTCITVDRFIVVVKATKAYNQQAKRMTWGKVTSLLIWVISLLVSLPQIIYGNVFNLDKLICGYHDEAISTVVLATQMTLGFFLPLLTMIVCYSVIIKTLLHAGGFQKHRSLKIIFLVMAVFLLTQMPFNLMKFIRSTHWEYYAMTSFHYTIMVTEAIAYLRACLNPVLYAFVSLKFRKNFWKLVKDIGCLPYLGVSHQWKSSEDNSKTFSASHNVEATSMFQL
697 NFkB inh: inhibitors of the PMA/ionomycin-induced NF-kB reporter in 697 B cells. 697 B-cell NF-kB luciferase reporter, 16 h. inhibition, % at 4 µM. 330,000 tested, 0.33% active. AID 435022; in the data active means inhibition above about 35%
APJ antag: antagonists of human APJ apelin receptor; P35414; CHO-K1 APJ beta-arrestin complementation, luminescence; inhibition, % at 20 µM; 330,000 tested, 0.32% active; AID 2521;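 active means inhibition above about 40% at 20 µM, limit read from the data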;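 further: cells challenged with 10 nM apelin-13 agonist together with compound; plate controls were apelin-13 plus DMSO wells for no effect and DMSO wells lacking apelin-13 for full effect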
Target sequence (P35414 whole entry, looked up): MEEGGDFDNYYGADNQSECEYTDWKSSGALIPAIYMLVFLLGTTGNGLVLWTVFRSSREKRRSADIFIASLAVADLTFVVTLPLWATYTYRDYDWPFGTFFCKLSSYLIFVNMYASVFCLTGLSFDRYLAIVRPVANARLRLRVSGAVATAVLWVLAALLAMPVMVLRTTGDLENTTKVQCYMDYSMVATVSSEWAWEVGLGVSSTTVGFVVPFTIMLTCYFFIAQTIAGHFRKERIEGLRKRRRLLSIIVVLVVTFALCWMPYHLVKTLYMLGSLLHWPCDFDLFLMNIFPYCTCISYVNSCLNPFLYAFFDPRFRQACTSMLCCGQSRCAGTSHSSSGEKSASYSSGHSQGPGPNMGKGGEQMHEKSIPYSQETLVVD
CCR6 antag: CCR6 (human) receptor antagonism; P51684; CHO-K1 CCR6 PathHunter beta-arrestin, luminescence, CCL20-stimulated; inhibition, % at 20 µM; 340,000 tested, 0.49% active;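 active means compounds whose inhibition of the agonist-driven luminescence signal at 20 µM reaches about 50%, limit read from the data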;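 further: cells stimulated with CCL20 at 14 nM final; plate controls were DMSO with CCL20 for no effect and DMSO without agonist for full effect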
* = called active by the depositor; ? = inconclusive; · = not tested or not shown.

SMILES	UBC13 inh	EBI2 antag	Jurkat NFkB inh	Gli-Sufu block	CXCR6 block	697 NFkB inh	APJ antag	CCR6 antag
CC(NC(=O)COC(=O)c1cc(S(=O)(=O)N2CCOCC2)ccc1F)c1ccccc1 (stereo unspecified)	-7	-1	-6	0	-2	6	1	-3
C#CCNc1ccc([N+](=O)[O-])cc1	-12	-3	0	-1	1	-22	4	1
COc1cccc(/C=C2\SC(=S)N(CCC(=O)N3CCCCC3)C2=O)c1	-2	5	10	-5	6	27	-10	8
Cc1ccccc1C(=O)c1cccn1CC(=O)NCc1ccccc1	4	-10	-7	-19	-4	11	2	8
CS(=O)(=O)c1cccc(NC(=O)c2ccc(Cl)c(Cl)c2)c1	?	-3	-24	-10	2	-6	8	11
CCc1cc2cccc(C)c2nc1SCC(=O)Nc1nonc1C	8	3	3	-6	4	9	4	10
CCN(CC)c1ccc(CNc2nnnn2C)cc1	-3	1	-13	6	-11	-8	-19	-3
COc1ccc(OC)c(S(=O)(=O)NCc2nc3nc(C)cc(C)n3n2)c1	3	-7	3	-1	2	-3	14	16
C/C(=N\Nc1cc(Cl)nc(C)n1)c1ccc(C)cc1	-14	-2	-5	2	10	-29	11	3
CCOC(=O)c1c(NC(=O)Nc2ccccc2)sc(C)c1C	18	13	-10	10	2	1	12	8
C=C(C)Cc1c(C)c(C#N)c2[nH]c3ccccc3n2c1=O	-14	-1	-17	9	-9	-3	33	8
Cc1nc2ccc(NC(=O)c3cccc(S(=O)(=O)N4CCOCC4)c3)cc2s1	9	0	9	-1	-5	11	-2	16
c1ccc(-c2ccccc2OCCOCCN2CCOCC2)cc1	-8	-5	-5	6	4	-11	-24	17
CC(=O)c1ccc(N2CCC(C)CC2)c(F)c1	8	1	3	-12	-5	1	5	9
O=C1NC(NS(=O)(=O)c2ccc(Cl)cc2)(C(F)(F)F)C(=O)N1c1ccccc1 (stereo unspecified)	-4	-14	3	-2	-3	9	-10	-4
COc1cc(Cl)c(CNC[C@H]2O[C@@H](n3ccc(=O)[nH]c3=O)[C@H](O)[C@@H]2O)c(Cl)c1O	·	-4	·	-45	4	·	·	-10
CC1CCN(S(=O)(=O)c2ccc(C(=O)N3CCCC(C(F)(F)F)C3)cc2)CC1 (stereo unspecified)	-8	-13	-3	18	-6	-30	-43	7
CC(=O)N1CCN(C(C)=O)C1c1ccccc1	-8	-9	-3	3	-11	19	2	3
Cc1noc(C)c1CSc1nnc2ccc3ccccc3n12	6	1	10	-2	6	18	-3	-14
Cc1csc(NC(=O)/C=C/c2ccco2)n1	-12	-17	-9	-4	-7	-17	-1	-5
CC1(c2ccccc2Cl)NC(=O)N(CC(=O)N2CCc3ccccc32)C1=O (stereo unspecified)	12	0	-3	5	-2	17	-5	-6
Cc1ccc(C(=O)COC(=O)CNC(=O)c2ccco2)cc1	-4	11	-2	5	2	-16	-9	-5
O=S(=O)(c1cccs1)N1CCN(c2ccnc3cc(Cl)ccc23)CC1	10	20	24	5	-1	8	-3	15
O=C(c1ccc(S(=O)(=O)Nc2ccc(F)cc2)cc1)N1CCN(c2ccccn2)CC1	11	-1	22	46	0	-10	4	3
COc1ccccc1CNC(=O)c1ccc(-c2ccccc2C(F)(F)F)o1	-9	7	4	1	2	-17	7	12

A second format for part of the listing above.
Every second line gives: UBC13 inh | EBI2 antag | Jurkat NFkB inh | Gli-Sufu block | CXCR6 block | 697 NFkB inh | APJ antag | CCR6 antag
- C=C(C)Cc1c(C)c(C#N)c2[nH]c3ccccc3n2c1=O
 : -14 | -1 | -17 | 9 | -9 | -3 | 33 | 8
- COc1ccccc1CNC(=O)c1ccc(-c2ccccc2C(F)(F)F)o1
 : -9 | 7 | 4 | 1 | 2 | -17 | 7 | 12
- O=S(=O)(c1cccs1)N1CCN(c2ccnc3cc(Cl)ccc23)CC1
 : 10 | 20 | 24 | 5 | -1 | 8 | -3 | 15
- Cc1noc(C)c1CSc1nnc2ccc3ccccc3n12
 : 6 | 1 | 10 | -2 | 6 | 18 | -3 | -14

Continuation:
SMILES	UBC13 inh	EBI2 antag	Jurkat NFkB inh	Gli-Sufu block	CXCR6 block	697 NFkB inh	APJ antag	CCR6 antag
[N-]=[N+]=NCCN1CCN(CCc2ccccc2)CCC1=O	-5	2	3	1	0	14	16	3
COc1ccc(NC(=O)/C(C#N)=C/c2ccc[nH]2)c(OC)c1	-5	4	-28	-21	-2	-2	25	9
Cc1ccc(C(=O)c2coc3ccc(O)c(CN4CCN(C)CC4)c23)cc1	4	-13	-5	25	4	-5	-13	21
COc1ccc(COc2cc(-c3cccc(OC)c3)nc3ccc(NC(=O)C(C)C)cc23)cc1	-8	27	-5	11	4	-18	-1	-1
Cc1ccc2c(CN3CCN(C(=O)c4ccco4)CC3)cc(=O)oc2c1C	-2	-43	-7	7	-8	20	5	8
COc1ccc(-c2ccc(/C=C(\NC(=O)c3ccccc3)C(=O)N3CCOCC3)o2)cc1	-6	4	-5	26	2	3	7	9
COc1ccc(NC(=O)CN(C)C(=O)C2CSC3(C)CCC(=O)N23)cc1 (stereo unspecified)	26	-1	11	-8	2	10	11	16
CCC(=O)N1CCN(C(C)=O)C1c1ccccc1 (stereo unspecified)	2	-3	1	-5	-12	14	13	9
CCN(CC)c1ccc(NC(=S)NC(=O)c2ccco2)cc1	1	-7	-77	5	-3	-82	10	20
CCCN(CC(=O)Nc1ccccc1C)C(=O)Cc1cccs1	2	-8	-14	5	-3	11	-1	6
O=[N+]([O-])/C(C(Cl)=C(Cl)Cl)=C(\Sc1ccccc1)N1CCCCC1	-4	-13	2	-19	13	-24	7	34
CCNC(=O)/C(=C/c1ccc2c(c1)OCO2)NC(=O)c1ccc(Br)cc1	-9	2	-4	-4	14	-24	-1	10
CCC(=O)NC1(C(F)(F)F)C(=O)NC(C)=C1C#N (stereo unspecified)	8	-2	-16	1	-1	14	2	5
O=C(Cc1ccc(Cl)cc1)Nc1ncc([N+](=O)[O-])s1	·	-1	·	-19	-6	·	·	12
Cn1c(SCc2cc(=O)[nH]c(C(C)(C)C)n2)nnc1C(F)(F)F	-2	-8	1	-6	-8	-24	0	1
COc1ccc(C)cc1NC(=O)c1cccc(C(=O)Nc2cc(C)ccc2OC)n1	-3	17	-7	7	2	-14	-10	-2
COCc1cc(=O)n2[nH]c(C)c(-c3ccccc3)c2n1	7	-7	-9	31	2	-8	-25	1
O=C(NCC(=O)N1CCN(Cc2ccccc2)CC1)c1ccc(Br)o1	3	-3	9	-6	-1	7	-22	7
O=C(OCCN1C(=O)c2ccccc2C1=O)Oc1ccccc1	-1	3	-7	-7	-8	-5	-13	7
COc1ccccc1-c1cc(C(=O)NCc2ccc(Cl)cc2)no1	1	12	-10	-3	7	7	-8	21
Cc1ccc(S(=O)(=O)c2ccc(C)cc2)cc1	-9	-8	11	7	5	-2	6	13
COc1ccc(NC(=O)CSC2=NN3CCCC(=O)N=C3S2)c(OC)c1	9	-6	14	-5	3	3	1	13
Cc1ccc(NS(=O)(=O)c2ccc(-c3ccc(=O)[nH]n3)o2)cc1Cl	2	-3	7	54	7	-3	-16	-9
CC(=O)N1CCCN(Cc2cn(-c3cc(C)ccc3C)nc2-c2ccccc2)CC1	9	1	-3	8	6	10	15	9
CC1CCCC(C)N1C(=O)COC(=O)/C=C/c1ccco1 (stereo unspecified)	0	4	-13	-7	2	-1	-5	-10
SMILES	UBC13 inh	EBI2 antag	Jurkat NFkB inh	Gli-Sufu block	CXCR6 block	697 NFkB inh	APJ antag	CCR6 antag
COC(=O)CCC(=O)N1CCCC(CO)(Cc2ccccc2)C1 (stereo unspecified)	-7	-4	-72	-6	-3	-81	-1	5
Cc1ccc(-c2nc3ccccc3n3nnnc23)cc1	·	5	·	7	4	·	·	10
Cn1cccc1Cc1nnc(SCC(=O)Nc2nc3ccccc3s2)n1CCc1ccccc1	-6	22	-4	-20	5	-4	-8	-6
CN(Cc1ccccc1)C(=O)COC(=O)c1ccccc1Nc1ccccc1	-1	0	-7	1	5	-14	-13	19
NS(=O)(=O)c1cccc(NC(=O)c2cccc(S(=O)(=O)N3CCCCCC3)c2)c1	10	-8	4	-3	-2	1	7	1
CC1Sc2ccc(S(=O)(=O)N3CCN(c4cccc(Cl)c4)CC3)cc2NC1=O (stereo unspecified)	-5	4	9	9	-24	-36	-2	19
CCOc1cc(N2CCOCC2)c(OCC)cc1NC(=O)CN1C(=O)NC(CC)(c2ccc(F)cc2)C1=O (stereo unspecified)	·	-2	·	8	1	·	·	-5
Cc1ccc(OC(=O)c2ccc(S(=O)(=O)N(C)C)cc2)c(-n2nc3ccccc3n2)c1	-2	22	-94	-28	7	-71	11	8
COc1ccc(S(=O)(=O)N2CCOCC2)cc1NC(=O)CN1C(=O)NC2(CCCC2)C1=O	-8	-4	-4	-2	2	9	3	3
CCN(CC(=O)Nc1c(F)cccc1F)C(=O)CSc1ccccc1	0	-3	3	1	-2	8	0	8
Cn1c(=O)c2c(nc(SCC(=O)N3CCOCC3)n2C)n(C)c1=O	-3	-4	3	-11	2	2	13	12
COc1cc(CN2CCCC(C(=O)c3ccc(C(C)(C)C)cc3)C2)cc(OC)c1O (stereo unspecified)	10	10	-13	43	-4	-16	-4	0
Cc1ccc(-c2cc(C(=O)N3CCN(C(=O)c4ccco4)CC3)[nH]n2)cc1C	-2	20	16	-8	-6	14	7	-25
Cc1ccccc1NC(=S)NC(NC(=O)c1ccccc1C)C(Cl)(Cl)Cl (stereo unspecified)	-11	7	-7	8	-3	-8	-16	18
O=C(NNC(=O)c1ccc[nH]1)Nc1cc(Cl)cc(Cl)c1	-2	-1	-10	-5	-7	-24	-7	2
O=c1ccccn1Cc1c(F)cccc1Cl	11	4	4	-16	8	10	13	8
O=[N+]([O-])c1cc(S(=O)(=O)Nc2ccccc2)ccc1N1CCN(c2ccc(O)cc2)CC1	-6	-4	3	13	6	-27	-16	7
c1ccc(COCCN2CCN(CCOCc3ccccc3)CC2)cc1	-1	-9	0	0	2	0	-12	4
O=C(Nc1ccccc1F)c1cc(Cl)sc1Cl	-1	-6	-4	-14	1	-2	23	8
Cc1ccc(Sc2nc(C)cc(C)c2S(C)(=O)=O)cc1	7	-6	3	-6	5	2	3	-2
Cc1ccc(NC(=O)c2ccc([N+](=O)[O-])cc2Cl)nc1	3	-15	-63	-68	-6	-43	-20	-11
O=C(Nc1nccs1)c1cn(-c2ccccc2)nc1-c1ccncc1	3	-1	4	15	1	16	-14	-1
Cn1c(=O)c2c(nc(SCCCC#N)n2Cc2ccccc2F)n(C)c1=O	4	-3	-8	-23	4	-8	8	2
Cc1ccc(C)c(OCCC(=O)OCC(=O)NCCc2ccc(S(N)(=O)=O)cc2)c1	3	-6	-7	-2	-1	-1	18	-9
O=C(NCc1ccc2c(c1)OCO2)c1nc(Cn2cc(Br)cn2)no1	4	0	-5	-28	0	1	0	3
SMILES	UBC13 inh	EBI2 antag	Jurkat NFkB inh	Gli-Sufu block	CXCR6 block	697 NFkB inh	APJ antag	CCR6 antag
CNc1cc(C)c(C#N)c2nc3ccccc3n12	-13	5	3	-4	-6	-10	-4	-7
CCOC(=O)c1c(NC(=O)CCN2CCOCC2)sc2c1CC(C)(C)OC2	2	6	-3	-24	-2	8	13	5
CCOC(=O)/C(=C\c1cn(C)c2ccccc12)[N+](=O)[O-]	1	-26	13	-3	6	6	-6	23
COc1ccccc1C(=O)Nc1nnc(S(=O)(=O)N2CCN(c3ccc(F)cc3)CC2)s1	4	13	-5	-5	-1	-16	-7	-1
O=C(Cc1ccc(Cl)c(Cl)c1)Nc1ccc(S(=O)(=O)Nc2ncccn2)cc1	-8	4	5	11	-3	4	-4	-5
CCC(=O)NC(c1cc(Cl)c2cccnc2c1O)C(C)C (stereo unspecified)	-12	5	34	6	15	14	31	45
O=C(Nc1ccccc1)NC(Cc1ccc(O)cc1)C(=O)O (stereo unspecified)	1	0	-4	1	3	11	23	13
CCOC(=O)C(C)Sc1nc(-c2ccccc2)nc2ccc(F)cc12 (stereo unspecified)	16	11	3	0	-1	-1	1	20
O=C(NNC(=O)C1CCC1)c1ccc(Br)cc1	-5	0	-16	6	6	-12	-48	-4
Cc1cc(NC(=O)Nc2ccc(C)c(C)c2)no1	5	0	-34	-26	12	-19	-2	-26
CCCC(=O)c1cc2ccccc2oc1=O	-6	2	7	-4	-2	9	-8	11
Cn1cccc1C(=O)NNC(=O)COc1ccccc1Cl	-9	0	-22	-14	-4	12	19	9
